Growth percent in the NCI-60 one-dose screen (48 h, 10 µM unless noted): 100 = growth as untreated, 0 = no growth, -100 = all killed.
HL-60(TB) – HL-60(TB) leukemia cells; 9% of 78,000 active; active means growth percent below 10
Numbers without * were called inactive; & = joins results of further samples; [ ] = another dose, or the depositor's remark. Not all compounds are listed; the hit share may differ from the screen's.

A first look (3 entries):
SMILES	HL-60(TB)
COc1cc(Cl)cc(-c2nn(C(=O)NCCN3CCOCC3)cc2-c2ccncc2)c1	55.7
COc1ccc(NC(=O)Nc2ccc(-c3ccc(NC(=O)Nc4ccc(OC)cc4)c(C)c3)cc2C)cc1	99.9
OC1CCSc2ccc3ccccc3c21 (configuration not stated)	97.1

The list itself, repeating the preview:
SMILES	HL-60(TB)
COc1cc(Cl)cc(-c2nn(C(=O)NCCN3CCOCC3)cc2-c2ccncc2)c1	55.7
COc1ccc(NC(=O)Nc2ccc(-c3ccc(NC(=O)Nc4ccc(OC)cc4)c(C)c3)cc2C)cc1	99.9
OC1CCSc2ccc3ccccc3c21 (configuration not stated)	97.1
CS(=O)(=O)c1ccc(-c2nc3cc(Cl)ccc3n2CC(=O)c2n[nH]c(=S)o2)cc1	104.2
CN(C)CCCNc1nc(=O)n(Cc2ccc(F)cc2)c(=O)n1Cc1ccc(F)cc1	91.1
O=C(NC1(C(=O)O)CCCC1)C(Cl)Cl	110.0
COc1cccc(-c2cc(-c3ccc(NS(=O)(=O)c4ccc(C)cc4)cc3)[nH]c(=O)c2C#N)c1	110.5
O=CN1N=C(c2ccc3c(c2)OCO3)CC1c1sc(N(CCCl)CCCl)nc1Cl (configuration not stated)	88.6
Nc1ncnc2nc(Br)[nH]c12	90.3
Nc1ncnc2c1c(-c1ccc(Oc3ccccc3)cc1)nn2C[C@H]1SSC[C@H]1O	-31.9*
C#CCOc1ccc(C2=NN(C(C)CC)C3N=C(Cl)c4ncn(C(C)CC)c4N23)cc1OCC#C (configuration not stated)	97.0
CCCCC(CC)C(C#CC(C(CC)CCCC)N(C)C)N(C)C (configuration not stated)	44.2
Clc1ccc2nc(-c3c[nH]c4ccccc34)cc(-c3ccccc3)c2c1	89.7
Cn1cc(-c2cc3nc(-c4c[nH]c5ccc(Br)cc45)cc(N)n3n2)c2ccccc21	-45.3*
c1ccc(N2c3ccccc3Sc3ccccc32)cc1	97.3
COc1ccc(C(=O)OCCN(C)C)cc1	100.8
CCOC(=O)C1=C(C)N2C(=NC3=C(CCCC/C3=C\c3cc(OC)c(OC)c(OC)c3)C2c2cc(OC)c(OC)c(OC)c2)S1 (configuration not stated)	49.9
O[C@H]1c2ccccc2-c2c3c(cc4c2[C@@H]1NCC4)OCO3	92.2
Cc1nn(-c2ccccc2)c2ncn(CC(=O)N/N=C/c3c[nH]c4ccccc34)c(=O)c12	83.8
CC[C@H](c1ccc2cc(OC)ccc2c1)C(C)(C)C(=O)F	94.5
Cc1cnc(NC2CCC(=O)N2)s1 (configuration not stated)	100.8
Cc1cc(-c2ccc(N=Nc3c(S(=O)(=O)O)cc4cc(S(=O)(=O)O)cc(N)c4c3O)c(C)c2)ccc1N=Nc1cc(S(=O)(=O)O)c2ccccc2c1O	98.7
OCCC#CCCCOC1CCCCO1 (configuration not stated)	66.2
COc1ccc2nc(Cl)c(-c3nnc(-c4ccccc4)o3)nc2c1	111.2
BrC1=C[C@H](c2ccccc2)[C@@H](C2CCCCC2)[C@@]12CCCO2	114.5
O=C1C=CC(=O)N1c1ccc(F)cc1	137.3
Cc1nc(Nc2ccccn2)sc1C(=O)/C=C/c1ccc(Cl)cc1	-38.8*
C=C(C)[C@@H]1CCC=C2CC[C@]3(C)[C@H](CC[C@@H]4[C@@]5(C)Cc6c([nH]c7ccccc67)C(C)(C)[C@@H]5CC[C@]43C)[C@H]21	86.7
Cc1cc(NC(=O)C2=C(O)c3ccccc3S(=O)(=O)N2C)no1	104.6
Nc1ncnc(N)c1NC(=O)c1ccccc1	106.7
CC(C)[C@@H]1NC(=O)[C@]2(C)CSC(=N2)c2csc(n2)CNC(=O)C[C@@H](/C=C/CCS)OC1=O	8.5*
c1ccc2sc(SN3CCOCC3)nc2c1	96.2
NNC(=O)C(=O)N=Cc1ccc([N+](=O)[O-])o1	94.8
Cc1n[nH]c(=O)n(/N=C\c2c[nH]c3ccccc23)c1=O	89.1
COc1cc2oc(-c3cccc(NC(=O)[C@@H](N)C(C)C)c3)cc(=O)c2c(OC)c1OC	104.7
CN(C)c1ccc2cc(-c3ccc(Cl)c(Cl)c3)c(N)nc2c1	10.5

Arranged by count of non-hydrogen atoms (falling): part of the list above
SMILES	HL-60(TB)
COc1ccc(NC(=O)Nc2ccc(-c3ccc(NC(=O)Nc4ccc(OC)cc4)c(C)c3)cc2C)cc1	99.9
C=C(C)[C@@H]1CCC=C2CC[C@]3(C)[C@H](CC[C@@H]4[C@@]5(C)Cc6c([nH]c7ccccc67)C(C)(C)[C@@H]5CC[C@]43C)[C@H]21	86.7
Cc1nn(-c2ccccc2)c2ncn(CC(=O)N/N=C/c3c[nH]c4ccccc34)c(=O)c12	83.8
COc1cc2oc(-c3cccc(NC(=O)[C@@H](N)C(C)C)c3)cc(=O)c2c(OC)c1OC	104.7
Cn1cc(-c2cc3nc(-c4c[nH]c5ccc(Br)cc45)cc(N)n3n2)c2ccccc21	-45.3*
c1ccc(N2c3ccccc3Sc3ccccc32)cc1	97.3
Cc1cnc(NC2CCC(=O)N2)s1 (configuration not stated)	100.8

(cont.)
SMILES	HL-60(TB)
O=C(CSc1nnc(-c2ccco2)o1)NNC(=O)c1ccc(Cl)cc1	111.5
COC(=O)c1[nH]c(=O)[nH]c(=O)c1[N+](=O)[O-]	77.0
C=C1C(=O)O[C@H]2[C@H]1CC/C(COC(=O)NCc1c[nH]c3ccc(F)cc13)=C\CC[C@@]1(C)O[C@@H]21	-32.4*
COc1ccc(C2=C(C#N)[C@@]3(C(=O)Nc4ccccc43)c3c(-c4ccccc4)nn(-c4ccccc4)c3N2)cc1	73.8
CN(C)c1ccc(/C=N\NC(=O)/C=C/C=C/c2ccc3c(c2)OCO3)cc1	93.1
COc1ccc(/C=C2\N=C(c3ccccc3)OC2=O)cc1	107.3
C=C(C)Cc1cc(C)ccc1O	95.5
CC(C)[C@H](NC(=O)OC(C)(C)C)C(=O)OCc1cn(-c2ccnc3ccccc23)nn1	101.2
COc1cccc(C(=O)NNC(=O)c2ccc3ccccc3c2)c1	95.0
CCOC(=O)c1ccc(-c2ccc(-c3cc(-c4cc(OC)c(OC)c(OC)c4)c(C#N)c(=O)[nH]3)c(C)n2)cc1	74.3
c1ccc(CCNc2nc(NCCc3ccccc3)c3ccccc3n2)cc1	92.5
COc1ccc(C(O)c2ncn(C)c2Cc2ccc(OCc3ccccc3)cc2)cc1 (configuration not stated)	87.0
C/C(=N\NC(=O)CSCC(=O)N/N=C(\C)c1ccccc1)c1ccccc1	81.7
CCN(CC)CCN1C(=O)c2cccc3cccc(c23)C1=O	107.9
CCCCCCCC(=O)SCC/C=C/[C@@H]1CC(=O)NCc2cccc(n2)CN(Cc2ccc(Cl)cc2)CC(=O)N[C@@H](C(C)C)C(=O)O1	13.0
O=c1c2ccccc2sc2c(N3CCC(O)CC3)nc3ccccc3c12	82.0
CC1=C(C(=O)/C=C/c2ccc(Br)cc2)C(c2ccccc2)NC(=S)N1 (configuration not stated)	99.3
C[C@H]1[C@H](C)CC[C@]2(C(=O)N3CCN(C)CC3)CC[C@]3(C)C(=CC[C@@H]4[C@@]5(C)C/C(=C/c6ccccn6)C(=O)C(C)(C)[C@@H]5CC[C@]43C)[C@H]12	76.8
Cc1ccc(S(=O)(=O)n2cc(C(=O)C(=O)N3CCCCC3)c3ccccc32)cc1	85.0
O=C(Cn1c(=O)[nH]c2ccccc2c1=O)NCc1n[nH]c(=S)n1-c1ccccc1	102.3
COC(=O)c1cccc2c1C(=O)c1cc([N+](=O)[O-])ccc1-2	68.5
CCCCCCC[n+]1ccc(CCS(=O)(=O)c2ccc(NC(C)=O)cc2)cc1	98.2
COc1ccc(-n2nnc(C(=O)O)c2-c2cc(OC)c(OC)c(OC)c2)cc1	98.8
COc1cc(NCC(=O)Nc2cc(Nc3ccc(Cl)cc3)ncn2)c(Cl)c(OC)c1Cl	102.3
C=CCn1c(SCC(=O)Nc2ccc(Cl)cc2)nnc1-c1ccc(Cl)cc1	87.1
CCOC(=O)c1ccc2c(c1)NCc1cccc(OC)c1O2	65.6
CSc1nccc(C2=CNN=C(N)S2)n1	94.4
CC(=O)N(CCN(C)C)Cc1ccccc1	97.9
CC1=CN2C(c3cccc([N+](=O)[O-])c3)=NON(c3ccc(C)cn3)C2C=C1 (configuration not stated)	131.2
Clc1ccc(Nc2nc(Nc3ccccc3)nc(Nc3ccc(-c4cc(-c5ccccc5)on4)cc3)n2)cc1	76.4
O=S=Nc1ccc([N+](=O)[O-])cc1	102.4
O=C1c2cccc3cccc(c23)C(=O)N1CC1CO1 (configuration not stated)	98.6
O=C(Nc1ccc(Cl)cc1)Nc1ccc(Oc2nncc3ccccc23)cc1	3.6*
O=C(/C=C/c1cn(-c2ccccc2)nc1-c1ccccc1)NNC(=O)c1ccc(Cl)cc1Cl	98.8
O=C(O)C(Cc1cc(I)c(O)c(I)c1)c1ccccc1 (configuration not stated)	80.5&92.2
O=C(CSc1nnc(CSc2ccc(Cl)cc2)n1-c1ccccc1)NC(=O)Nc1ccccc1	84.5
O=C1CCC(N2Cc3c(CNC(=O)c4ccc(F)cc4)cccc3C2=O)C(=O)N1 (configuration not stated)	97.5
c1ccc(-c2ccc(-c3nc4sccn4c3NCCN3CCOCC3)cc2)cc1	21.3
Cn1c2ccc(Br)cc2c2c3c(c4c5ccccc5[nH]c4c21)C(=O)N(O)C3=O	-58.6*
O=C1CC(c2nc3ccccc3o2)CN1C1CCCCC1 (configuration not stated)	105.0
O=C(OCCOC(=O)c1ccccc1)c1ccccc1	99.0&31.7
COc1cccc(/C=C2\S/C(=N\N=C(c3ccccc3)c3ccccc3)NC2=O)c1	92.4
O=C(OCc1ccccc1)c1ccccc1Cl	102.8
CCOC(=O)c1c(Cl)c(Cl)c(Cl)c(Cl)c1C(=O)OCC	80.7
NS(=O)(=O)c1ccc(CN=C2NC(=O)/C(=C/c3ccc(Br)cc3)S2)cc1	90.5
COc1ccc(Cl)cc1/C=C/C=N/NS(=O)(=O)c1ccc(C)cc1	60.9
CCCCC[C@@H](O)c1ccccc1[C@@H]1O[C@@H](CCC(=O)OC)[C@H](O)[C@H]1O	100.2
COc1ccc(/C=C/C(=O)c2nnn(-c3ccc(C(=O)O)cc3)c2C)cc1	101.9
COc1cc(NC(=O)[C@@H]2[C@H]3C=C[C@]4(CN(CCc5c[nH]c6ccccc56)C(=O)[C@@H]24)O3)cc(OC)c1	85.6[50 µM]
COc1cc(NCCC(C)=O)c([N+](=O)[O-])cc1OC	109.6
O=C1CC(c2ccccc2)(c2ccccc2)c2ccccc21	99.8
O=[N+]([O-])c1ccc(N=Nc2c(O)c(N=Nc3cc([N+](=O)[O-])cc([N+](=O)[O-])c3O)cc(N=Nc3cc(S(=O)(=O)O)cc4cc(S(=O)(=O)O)cc(O)c34)c2O)cc1	87.2
CC(O)C1CCC2C3CCC4CC(O)CCC4(C)C3C(=O)CC12C (configuration not stated)	101.2
COc1ccc(CN2CC3CC3(COc3ccc(F)c(F)c3)C2)cc1F (configuration not stated)	80.9
C[C@H]1C[C@@H]2[C@H]([C@@H](O)C[C@@]3(C)[C@H]2CC[C@]3(O)C(=O)COC(=O)CCC(=O)O)[C@@]2(C)C=CC(=O)C=C12	107.1
O=C1C=CC(=O)N1c1ccc(I)cc1Cl	97.9
O=C(O)c1cc2ccccc2cn1	96.6
CN(c1ccccn1)c1ncnc2[nH]ncc12	81.6
Nc1cccc2c(O)cccc12	85.5
NC(=O)C(N)C(N)=O	115.7

(further entries)
SMILES	HL-60(TB)
O=C1Nc2ccccc2/C1=N/N=C/c1coc2ccc(F)cc2c1=O	100.2
COc1ccc(C2CC(c3cc4ccccc4oc3=O)=NN2c2ccc(S(=O)(=O)NC(=O)Nc3ccccc3C)cc2)cc1 (configuration not stated)	108.0
COc1ccc(S(=O)(=O)N2CCC(c3nc(C=C(C#N)C#N)c4ccccn34)CC2)cc1	97.5
CC1(C)CC[C@]2(C(=O)Nc3ccccc3)CC[C@]3(C)C(=CCC4[C@@]5(C)C[C@@H](O)[C@H](O)[C@@](C)(CO)C5CC[C@]43C)C2C1 (some centres not stated)	13.1
Cc1cccc(C(O)c2cnc(C)n2Cc2ccccc2)c1 (configuration not stated)	102.2
CCC1CCCCCC1=O (configuration not stated)	102.0
O=C(/C=C\c1cccc2ccccc12)c1cccc2ccccc12	76.5
CN1C(=O)C(C(=O)/C=C/c2ccc(F)cc2)C(=O)N(C)C1=O	106.9
CCCCCCCCCC(=O)Oc1ccc(/C(=C(/C)Cc2cccc(OC)c2)c2ccc(OCCN3CCCCC3)cc2)cc1	87.3
CCC(CS(=O)(=O)O)[N+](=O)[O-] (configuration not stated)	101.7
COc1nc2c(c(=O)n1C)CN(Cc1ccccc1)C(C)=N2	93.5
Nc1nc2c(c(=O)[nH]1)C(c1ccc(F)cc1)C=C(C(=O)O)N2 (configuration not stated)	104.8
[Br][Pb]([c]1ccccc1)([c]1ccccc1)[c]1ccccc1	-39.9*
CCOC(=O)c1cnn2c3ccccc3n(S(=O)(=O)c3ccc(OC)cc3)c12	4.8*
COc1ccc2[nH]cc(-c3csc4nc(-c5ccccc5)cn34)c2c1	13.9
COc1ccc2[nH]cc(-c3nc(-c4cn(C)c5ccncc45)cs3)c2c1	82.3
Nc1nc(-c2ccccc2)c(N=Nc2cccc([N+](=O)[O-])c2)s1	94.2
O=C(O)[C@@H]1c2ccccc2C(=O)N(c2ccc(F)cc2)[C@H]1c1ccc(F)cc1	93.3
CCCn1c(O)c(N=Nc2ccc(S(N)(=O)=O)cc2)c2cc(Br)ccc21	96.6
Cc1ccc(NC(=O)Nc2sc(=S)c3c(c2C#N)CCCC3)c(C)c1	101.2
O=C1N/C(=N/N=C(c2ccccc2)c2ccccc2)S/C1=C\c1ccccc1O	110.4
COc1ccc(C2CC(C)=NN2C(N)=S)cc1 (configuration not stated)	83.9
O=C(/C(=C/c1ccccc1)CBr)c1ccccc1	9.1*
